AI-2 QS mod = Vibrio harveyi AI-2 quorum sensing modulators, primary screen, JMH597 strain, luminescence/OD600 ratio. Vibrio harveyi JMH597 AI-2 luminescence/OD600 ratio, 9 h; stronger effect = lower value; strain lacks LuxN and CqsS sensors; 0 = neutral-control median. activity change, % at 7.5 µM. hit rate 0.4% among 300,000; in the data active means activity change below about -75%, passing the limit was not always enough;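 further: luminescence divided by OD600 gain over 9 h not by final OD600 alone; inactives centre near 13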
HSP90 refold inh = HSP90 inhibitors, primary screen, cell lysate, luminescence. Rabbit reticulocyte lysate, luciferase refolding luminescence, 3 h. inhibition, % at 5.6 µM. hit rate 0.91% among 290,000. AID 1789, 2009;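 active means inhibition above the screen-wide mean plus 3 SD, computed separately per campaign, cut at about 16% in these data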;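 further: 0% = DMSO wells and 100% = 60 µM geldanamycin wells; inhibitors lower the luminescence because luciferase stays unfolded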
IEC-6 cytotox = cytotoxicity in IEC-6 intestinal epithelial cells, primary screen, cytotoxicity control for KLF5 inhibitor project, cell-based, luminescence; IEC-6 cytotoxicity, luminescence viability; inhibition, % at 5 µM; AID 1825, 2009; hit rate 0.78% among 290,000; in the data active means inhibition above about 22%;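 further: 0% = plate median of test compound wells and 100% = cytotoxic reference compound wells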
HSF1 activator = HSF-1 activators, primary screen, NIH3T3-HGL cells, MG132 stress, luminescence, single point. NIH3T3-HGL HSF-1 luciferase reporter, 8 h; 100% = twice DMSO control signal. activation, % at 9 µM. hit rate 1.7% among 300,000. AID 504408, 2011;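 active means mean replicate activation of at least 50% with a set share of replicates each reaching 50%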;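 further: 0% = median of the neutral control wells and 100% = twice that signal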
GSK3 alpha inh = blockers of GSK3A enzyme activity – biochemical, luminescence, cell-free homogeneous, HTS, primary screen | Glycogen synthase kinase-3 alpha (Homo sapiens), P49840 | GSK-3 alpha kinase, ADP-Glo luminescence, 60 min | inhibition, % at 10 µM | hit rate 0.1% among 320,000;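 in the data active means inhibition above about 50%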;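 further: GST-tagged GSK-3 alpha with peptide substrate and 25 µM ATP; 0% = DMSO neutral wells and 100% = GW8510 positive control wells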
Target sequence (P49840 whole entry, looked up): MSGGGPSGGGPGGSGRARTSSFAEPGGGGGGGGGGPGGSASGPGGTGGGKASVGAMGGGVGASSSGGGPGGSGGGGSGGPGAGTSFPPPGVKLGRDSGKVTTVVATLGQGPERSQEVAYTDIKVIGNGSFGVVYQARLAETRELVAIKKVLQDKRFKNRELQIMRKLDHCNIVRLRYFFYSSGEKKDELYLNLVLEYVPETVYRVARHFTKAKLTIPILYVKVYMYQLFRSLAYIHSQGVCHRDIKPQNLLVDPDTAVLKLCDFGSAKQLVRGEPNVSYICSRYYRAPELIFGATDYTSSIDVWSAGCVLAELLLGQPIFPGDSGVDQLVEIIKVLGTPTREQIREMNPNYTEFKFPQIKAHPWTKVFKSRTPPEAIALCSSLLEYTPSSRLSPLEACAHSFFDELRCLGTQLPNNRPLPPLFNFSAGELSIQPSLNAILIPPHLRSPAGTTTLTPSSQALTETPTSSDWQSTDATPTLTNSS
KLF5 inh = KLF5 expression inhibitors, primary screen, DLD-1 cells, luminescence; DLD-1 KLF5 promoter-luciferase reporter; inhibition, % at 5 µM; hit rate 0.23% among 290,000;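 active means inhibition above a per-plate limit of that plate's mean compound inhibition plus 3 SD, cut at about 60% in these data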;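 further: 0% = DMSO wells and 100% = LY294002 at 200 µM; higher means less KLF5 promoter-driven luciferase light; inactives centre near -14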
GSK3beta inhib = human GSK3beta kinase inhibitors, primary screen, biochemical, cell-free homogeneous, HTS | Glycogen synthase kinase-3 beta (Homo sapiens), P49841 | GST-GSK3beta kinase, ADP-Glo luminescence, 60 min; stronger effect = lower value | activity score (negative = inhibition), % at 10 µM | hit rate 0.038% among 300,000;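 active means more than half of replicate wells score below -50%, meaning over 50% inhibition versus plate controls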;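 further: 0% = median DMSO wells and -100% = median GW8510 positive control wells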
Target sequence (P49841 whole entry, looked up): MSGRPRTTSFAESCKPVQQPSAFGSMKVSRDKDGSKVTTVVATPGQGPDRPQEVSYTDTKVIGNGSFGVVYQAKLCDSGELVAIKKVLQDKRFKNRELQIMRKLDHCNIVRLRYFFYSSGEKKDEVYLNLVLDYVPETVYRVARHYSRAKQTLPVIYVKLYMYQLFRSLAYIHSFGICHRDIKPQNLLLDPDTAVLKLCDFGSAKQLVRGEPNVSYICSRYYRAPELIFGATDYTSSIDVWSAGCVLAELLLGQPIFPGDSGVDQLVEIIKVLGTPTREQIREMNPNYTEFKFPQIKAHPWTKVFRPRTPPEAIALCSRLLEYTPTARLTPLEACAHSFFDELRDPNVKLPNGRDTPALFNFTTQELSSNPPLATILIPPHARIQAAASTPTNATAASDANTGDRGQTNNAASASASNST
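Assay system: GST-tagged human GSK3beta kinase, cell-free; Input: 1.6 ng GSK3beta; Medium: Tris/MgCl2 kinase buffer; Timing: 60 min enzyme reaction, room temperature; Signal: ADP-Glo luminescence quantifying ADP generated by kinase; Evaluation: score relative to plate controls; Benchmarks: DMSO neutral wells and GW8510 at 20 µM as positive.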
HSF1 inh = HSF1 inhibitors in luciferase reporter cells, primary screen, cell-based, NIH3T3, luminescence; NIH3T3-HGL HSE-luciferase, MG132-induced, luminescence 8 h; stronger effect = lower value; activity change, negative = inhibition, % at 7.5 µM (by protocol); hit rate 0.77% among 300,000; AID 2098, 2009;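 active means more than half of replicate wells show activity change below -50%, luminescence cut by over half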;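 further: luciferase reports HSF-1 transcriptional activity via heat shock element; 0% = median of DMSO wells and -100% = zero luminescence signal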
PolyA inhibitor = polyadenylation inhibitors in yeast reporter cells, primary screen, luminescence, S. cerevisiae | S. cerevisiae SKY197-pL101 polyadenylation reporter, beta-gal luminescence; efflux-impaired pdr1/pdr3 knockout yeast; score 100 = 6 SD above DMSO | calls only at 12 µM | hit rate 0.02% among 300,000 | AID 1875, 2009;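 active means lowest replicate activity score at least 50, where 100 means six control SD above control mean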;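 further: yeast exposed to compound for 9 h at 30 °C; higher score means more reporter readthrough which indicates perturbed polyadenylation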
aSyn UTR inh = MLPCN primary screen, SNCA 5' untranslated region. alpha-synuclein 5'UTR reporter, inhibitor activity. inhibition, % (tested at 7.5 µM). hit rate 0.82% among 300,000. AID 1813, 2009; in the data active means inhibition above about 60%;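 further: H4 neuroglioblastoma cells stably carrying SNCA 5'UTR luciferase fusion; 0% = DMSO wells and 100% = positive control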
An asterisk follows results filed as active; i = inactive; / = no result given.

Molecule,AI-2 QS mod,HSP90 refold inh,IEC-6 cytotox,HSF1 activator,GSK3 alpha inh,KLF5 inh,GSK3beta inhib,HSF1 inh,PolyA inhibitor,aSyn UTR inh
CC1CC(NC(=O)c2cc3c(=O)n4ccccc4nc3n2C)CC(C)(C)C1 (stereo unspecified),26,2,0,3,-1,-28,-1,0,i,-13
CCOc1ccccc1OCCCC(=O)N1CCN(S(=O)(=O)c2cccc(F)c2)CC1,18,0,0,39,/,-16,4,6,i,13
COc1cc(C(=O)NCCc2cn3ccc(C)cc3n2)cc(OC)c1OC,-4,-5,1,13,1,-21,0,12,i,24
CCN(C(=O)c1cc2cc(OC)ccc2oc1=O)c1ccccc1,16,4,7,0,-1,-35,-2,5,i,-8
O=C(COc1cc(Cl)ccc1Cl)Nc1nnc(C2CC2)s1,8,0,-10,27,0,-19,-1,7,i,2
C=CCn1c(SCC(=O)N(CC)CC)nc(O)cc1=O,5,5,2,1,0,1,0,-5,i,-27
Cc1ccc2nc(C)c3c(c2c1)N(c1ccc(F)cc1)CC3,18,1,1,-17,1,6,-2,-9,i,21
O=C(COC(=O)CCc1nc2ccccc2c(=O)[nH]1)NC(c1ccccc1)c1ccccc1,11,8,3,-11,-1,-2,-3,5,i,13
CCOC(=O)CCCCC(=O)c1[nH]c(=O)[nH]c1CSCCO,15,4,-2,-5,0,-43,-2,-3,i,16
Cc1cc(C)n(-c2nc3c(c(=O)[nH]c(=O)n3C)n2CC(O)c2ccccc2)n1 (stereo unspecified),54,0,8,22,-3,-16,2,-4,i,-4
Cc1ccc(SCC(=O)NC(=O)Nc2ccc3c(c2)OCCO3)c(C)c1,9,-3,3,-12,-1,-23,1,-15,i,-6
COc1ccc(/C=N/NC(=O)c2sc3nc(C)cc(C)c3c2N)cc1,14,2,6,7,0,1,4,0,i,-7
Cc1cc(C)nc(N/N=C/c2ccccc2)n1,15,-2,-1,8,2,3,2,3,i,-73
COc1ccc(N2CCN(CC(=O)NC(=O)NCc3ccco3)CC2)cc1,9,-2,0,8,1,7,-1,-3,i,16
CC(=O)c1ccc(NC(=O)C2CC(=O)N(C(C)C)C2)cc1 (stereo unspecified),-13,-2,-1,6,-2,-15,0,-3,i,32
Cn1c(=O)[nH]c(=O)c2c1nc1n2CC(COc2ccc3ccccc3c2)O1 (stereo unspecified),5,-3,-1,2,2,-26,-2,-3,i,-6
COC(=O)c1c(NC(=O)c2ccco2)sc2c1CC(C)(C)NC2(C)C,15,-2,2,4,3,-15,-23,-5,i,11
O=C(c1ccc2c(c1)OCCCO2)c1cccs1,3,0,-1,28,0,-169,3,18,i,-118
O=C(NCCCN1CCN(c2ccc(F)cc2)CC1)Nc1ccc([N+](=O)[O-])cc1,18,3,2,-6,1,-19,2,0,i,-6
COCCNC(=O)c1c[nH]c2cc(OC)c(OC)cc2c1=O,2,-1,3,6,-3,-6,0,5,i,10
Cc1nc(NC(=S)NC(=O)COc2ccccc2Cl)ccc1Br,17,0,1,21,3,-31,0,4,i,36
O=C(CSc1nnc(-c2ccc(F)cc2)n1CC1CCCO1)NCc1ccco1 (stereo unspecified),23,-1,-2,-15,1,-18,1,-5,i,9
Cc1nc(SCC(=O)N2CCC(Cc3ccccc3)CC2)[nH]c(=O)c1C,33,/,/,-11,-3,/,2,1,/,0
CCOC(=O)c1nc(C)sc1-c1ccnn1S(=O)(=O)c1ccccc1C(F)(F)F,11,0,7,15,-2,-13,-4,1,i,31
Cc1ccc(Cn2nc(C)c(NC(=O)c3nn(C)cc3Cl)c2C)cc1,11,2,1,3,-2,-42,2,3,i,18
Cc1nnc(SCc2cc(=O)n3[nH]cnc3n2)s1,/,-3,-2,4,0,-31,/,-3,i,-22
CCOC(=O)CSc1nc(N)nc(C)c1Br,16,2,1,0,6,-27,1,-3,i,6
CCCCc1nc2ccccc2c(N)c1CCC (tested in a mixture with another compound),27,2,6,21,-2,7,-2,-4,/,-8
Cc1cccc(S(=O)Cc2ccc(C(=O)N3CCN(C(=O)c4ccco4)CC3)o2)c1 (stereo unspecified),2,-3,0,5,-1,-16,2,3,i,-7
CCn1c(SCC(=O)Nc2nnc(C)s2)nc2c(c1=O)SC(C)C2 (stereo unspecified),23,-4,-4,3,0,-7,1,-2,i,1
Cc1ccc(-c2ccc(S(=O)(=O)N3CCN(C)CC3)cc2)cc1,8,-1,-4,-8,-40,-33,0,1,i,16
Cc1cc(N2CC(C(=O)NCc3cccs3)CC2=O)ccc1C(C)C (stereo unspecified),23,2,-6,20,-2,-9,1,-2,i,7
O=C(O)c1ccccc1NC(=O)C1C2C=CC(C2)C1C(=O)O (stereo unspecified),31,-1,-2,-1,0,-5,2,8,i,-6
OCCCn1c(C2CCCN2c2nc(-c3ccc(F)cc3)cs2)nc2cc(C(F)(F)F)ccc21 (stereo unspecified),24,/,/,9,2,/,-5,25,i,-53
S=c1nc(C2COc3ccccc3O2)[nH][nH]1 (stereo unspecified),-1,2,-3,-4,-4,-39,0,-6,i,-16
CC(=O)Nc1ccc(C)c([N+](=O)[O-])c1,40,11,-1,-8,-5,-27,3,-9,i,2
Cc1ccc(C(=O)Nc2nc(=O)n(C(=O)c3ccccc3C)s2)cc1,27,7,-2,2,0,-19,3,9,i,-14
CC1CCN(C2(O)C(=O)Nc3ccc(Cl)cc32)CC1 (stereo unspecified),8,-4,-2,-13,-4,-30,-2,-4,i,27
COc1ccc(NC(=O)/C=C/c2ccccc2)cn1,-3,-2,-1,43,-7,-146,-1,1,i,-116
Cc1nc(SCC(=O)N2CCOCC2)c2ccsc2n1,25,0,-6,2,-3,-27,0,0,i,0
O=C(c1c(F)cccc1F)N1CCCC(c2nc(-c3cccs3)no2)C1 (stereo unspecified),22,-3,-7,37,-3,-93,-1,13,i,-51
CCc1ccc2c(c1)C(c1ccc([N+](=O)[O-])cc1)=NNC(c1ccccc1)=N2,23,-4,-2,10,-1,-13,-1,-1,i,-35
CCC(C)N(CCNC(=O)CC1Oc2ccc(C)cc2NC1=O)C1CCCCC1 (stereo unspecified),21,4,7,-9,-1,-6,0,-7,i,-3
Cn1c(C(=O)O)c(CC(=O)Nc2ccccc2F)c2ccccc21,27,2,2,6,-8,-19,2,0,i,4
CC(=O)CC(=O)Nc1ccc(Nc2ccccc2)cc1,6,-2,-4,7,-2,-10,0,3,i,-4
COc1ccc(C(=O)Sc2ccc(Cl)cc2)cc1OC,22,0,-1,27,-4,0,-2,19,i,-8
O=C(CN1CCOCC1)Nc1ncc(Cc2cccc3ccccc23)s1,0,-2,-2,-8,1,-1,1,-4,i,21
COC(=O)CSc1nnc(CCc2ccccc2)n1C,-3,-3,-3,1,2,-15,-1,-5,i,-1
Cc1cc(C)n(-c2ccc(C(=O)OCc3ccccc3)cc2)n1,24,-1,-6,32,-2,-26,0,11,i,-68
Cc1nc2ccc(S(=O)(=O)Nc3cccc(-c4nc5cccnc5s4)c3C)cc2s1,34,4,5,-20,-2,-4,1,6,i,-37
CC(=O)Nc1ccc(C(=O)Nc2ccncc2)cc1,8,-2,-1,1,4,-29,1,-7,i,-3
CC1CCN(Cc2nnc(-c3cccc(Br)c3)o2)CC1,25,-5,-6,2,-1,-53,-1,0,i,-40
O=C(Cn1cnc2ccccc21)N/N=C/c1ccccc1[N+](=O)[O-],9,-4,-6,0,-1,-14,3,-7,i,5
COc1cccc(NC(=O)CN(C)S(=O)(=O)c2ccc3[nH]c(=O)oc3c2)c1,6,-1,3,3,1,4,2,-5,i,13
Cc1cc(C)c2nc(N3CCCC(C(=O)NCCN4CCOCC4)C3)sc2c1 (stereo unspecified),17,7,-7,-12,-1,-83,0,-13,i,-74
COc1c(C)cc(C(=O)C2CCCN(C(=O)c3snnc3C)C2)cc1C (stereo unspecified),16,1,1,10,3,-15,1,0,i,13

Next section:
Molecule,AI-2 QS mod,HSP90 refold inh,IEC-6 cytotox,HSF1 activator,GSK3 alpha inh,KLF5 inh,GSK3beta inhib,HSF1 inh,PolyA inhibitor,aSyn UTR inh
COc1ccc(/C=N/n2c(C)cc(C)cc2=O)cc1,26,6,2,-4,-2,8,-2,7,i,-24
COc1ccc(OCC(=O)N/N=C/c2ccc(N(C)C)cc2)cc1,7,1,-5,-11,/,-14,-1,-1,i,4
COc1ccc(C(=O)N2CCC(C(=O)Nc3ccccc3C)CC2)cc1OC,16,-3,-2,1,-3,-45,1,-6,i,5
COc1ccc(NC(=O)CN(C)C(=O)c2c(C)nn(Cc3ccccc3)c2C)cc1,25,/,/,9,-3,/,3,-4,i,5
CSc1ccccc1OCc1cc(C(=O)N(C)Cc2ccc3nsnc3c2)no1,16,6,-4,47,-1,-232,-1,20,i,-160
CC(NC(=O)Cc1ccc([N+](=O)[O-])cc1)c1ccc2c(c1)OCO2 (stereo unspecified),17,-2,-8,/,0,-24,-1,/,i,-21
O=C(O)/C=C/C(=O)Nc1ccccc1SC(F)(F)F,-1,-3,-4,1,/,-34,-4,-3,i,-18
CCCc1c(C(=O)N/N=C/c2ccccc2C(F)(F)F)nnn1-c1nonc1N,18,2,-5,-11,2,-35,-1,0,i,-25
CC1=NN(c2ccc(Cl)cc2)C(=O)C1C(c1ccccc1O)c1c(C)[nH]n(-c2ccc(Cl)cc2)c1=O (stereo unspecified),8,1,2,7,-1,5,2,15,i,-58
COc1ccc(OC)c(/C=N/N=C(\N)c2nonc2N)c1,5,-6,2,14,7,-113,-3,12,i,12
O=C(Nc1cccc(NC(=O)c2ccc(-c3cccc(Br)c3)o2)c1)c1ccco1,5,7,7,16,-1,-8,0,-8,i,9
COC(=O)[C@@]12CCCCN1[C@H](c1ccc(SC3CCCCC3)c(OC)c1)[C@@H]1C(=O)N(C)C(=O)[C@@H]12,13,/,/,20,-1,/,-5,8,i,-7

These rows are one share of the data; the hit share may differ from the screen's.
